mHTT-CaM PPI inh: disrupts binding of mutant huntingtin to calmodulin. 190,000 compounds, 3.6% hits. P42858. AID 1671202. AlphaScreen His-mHTT/GST-CaM binding, luminescence. inhibition, % at 15 µM;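 further: 0% = both proteins with DMSO and 100% = one protein alone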
Target sequence (P42858 whole entry, looked up, stated change not applied): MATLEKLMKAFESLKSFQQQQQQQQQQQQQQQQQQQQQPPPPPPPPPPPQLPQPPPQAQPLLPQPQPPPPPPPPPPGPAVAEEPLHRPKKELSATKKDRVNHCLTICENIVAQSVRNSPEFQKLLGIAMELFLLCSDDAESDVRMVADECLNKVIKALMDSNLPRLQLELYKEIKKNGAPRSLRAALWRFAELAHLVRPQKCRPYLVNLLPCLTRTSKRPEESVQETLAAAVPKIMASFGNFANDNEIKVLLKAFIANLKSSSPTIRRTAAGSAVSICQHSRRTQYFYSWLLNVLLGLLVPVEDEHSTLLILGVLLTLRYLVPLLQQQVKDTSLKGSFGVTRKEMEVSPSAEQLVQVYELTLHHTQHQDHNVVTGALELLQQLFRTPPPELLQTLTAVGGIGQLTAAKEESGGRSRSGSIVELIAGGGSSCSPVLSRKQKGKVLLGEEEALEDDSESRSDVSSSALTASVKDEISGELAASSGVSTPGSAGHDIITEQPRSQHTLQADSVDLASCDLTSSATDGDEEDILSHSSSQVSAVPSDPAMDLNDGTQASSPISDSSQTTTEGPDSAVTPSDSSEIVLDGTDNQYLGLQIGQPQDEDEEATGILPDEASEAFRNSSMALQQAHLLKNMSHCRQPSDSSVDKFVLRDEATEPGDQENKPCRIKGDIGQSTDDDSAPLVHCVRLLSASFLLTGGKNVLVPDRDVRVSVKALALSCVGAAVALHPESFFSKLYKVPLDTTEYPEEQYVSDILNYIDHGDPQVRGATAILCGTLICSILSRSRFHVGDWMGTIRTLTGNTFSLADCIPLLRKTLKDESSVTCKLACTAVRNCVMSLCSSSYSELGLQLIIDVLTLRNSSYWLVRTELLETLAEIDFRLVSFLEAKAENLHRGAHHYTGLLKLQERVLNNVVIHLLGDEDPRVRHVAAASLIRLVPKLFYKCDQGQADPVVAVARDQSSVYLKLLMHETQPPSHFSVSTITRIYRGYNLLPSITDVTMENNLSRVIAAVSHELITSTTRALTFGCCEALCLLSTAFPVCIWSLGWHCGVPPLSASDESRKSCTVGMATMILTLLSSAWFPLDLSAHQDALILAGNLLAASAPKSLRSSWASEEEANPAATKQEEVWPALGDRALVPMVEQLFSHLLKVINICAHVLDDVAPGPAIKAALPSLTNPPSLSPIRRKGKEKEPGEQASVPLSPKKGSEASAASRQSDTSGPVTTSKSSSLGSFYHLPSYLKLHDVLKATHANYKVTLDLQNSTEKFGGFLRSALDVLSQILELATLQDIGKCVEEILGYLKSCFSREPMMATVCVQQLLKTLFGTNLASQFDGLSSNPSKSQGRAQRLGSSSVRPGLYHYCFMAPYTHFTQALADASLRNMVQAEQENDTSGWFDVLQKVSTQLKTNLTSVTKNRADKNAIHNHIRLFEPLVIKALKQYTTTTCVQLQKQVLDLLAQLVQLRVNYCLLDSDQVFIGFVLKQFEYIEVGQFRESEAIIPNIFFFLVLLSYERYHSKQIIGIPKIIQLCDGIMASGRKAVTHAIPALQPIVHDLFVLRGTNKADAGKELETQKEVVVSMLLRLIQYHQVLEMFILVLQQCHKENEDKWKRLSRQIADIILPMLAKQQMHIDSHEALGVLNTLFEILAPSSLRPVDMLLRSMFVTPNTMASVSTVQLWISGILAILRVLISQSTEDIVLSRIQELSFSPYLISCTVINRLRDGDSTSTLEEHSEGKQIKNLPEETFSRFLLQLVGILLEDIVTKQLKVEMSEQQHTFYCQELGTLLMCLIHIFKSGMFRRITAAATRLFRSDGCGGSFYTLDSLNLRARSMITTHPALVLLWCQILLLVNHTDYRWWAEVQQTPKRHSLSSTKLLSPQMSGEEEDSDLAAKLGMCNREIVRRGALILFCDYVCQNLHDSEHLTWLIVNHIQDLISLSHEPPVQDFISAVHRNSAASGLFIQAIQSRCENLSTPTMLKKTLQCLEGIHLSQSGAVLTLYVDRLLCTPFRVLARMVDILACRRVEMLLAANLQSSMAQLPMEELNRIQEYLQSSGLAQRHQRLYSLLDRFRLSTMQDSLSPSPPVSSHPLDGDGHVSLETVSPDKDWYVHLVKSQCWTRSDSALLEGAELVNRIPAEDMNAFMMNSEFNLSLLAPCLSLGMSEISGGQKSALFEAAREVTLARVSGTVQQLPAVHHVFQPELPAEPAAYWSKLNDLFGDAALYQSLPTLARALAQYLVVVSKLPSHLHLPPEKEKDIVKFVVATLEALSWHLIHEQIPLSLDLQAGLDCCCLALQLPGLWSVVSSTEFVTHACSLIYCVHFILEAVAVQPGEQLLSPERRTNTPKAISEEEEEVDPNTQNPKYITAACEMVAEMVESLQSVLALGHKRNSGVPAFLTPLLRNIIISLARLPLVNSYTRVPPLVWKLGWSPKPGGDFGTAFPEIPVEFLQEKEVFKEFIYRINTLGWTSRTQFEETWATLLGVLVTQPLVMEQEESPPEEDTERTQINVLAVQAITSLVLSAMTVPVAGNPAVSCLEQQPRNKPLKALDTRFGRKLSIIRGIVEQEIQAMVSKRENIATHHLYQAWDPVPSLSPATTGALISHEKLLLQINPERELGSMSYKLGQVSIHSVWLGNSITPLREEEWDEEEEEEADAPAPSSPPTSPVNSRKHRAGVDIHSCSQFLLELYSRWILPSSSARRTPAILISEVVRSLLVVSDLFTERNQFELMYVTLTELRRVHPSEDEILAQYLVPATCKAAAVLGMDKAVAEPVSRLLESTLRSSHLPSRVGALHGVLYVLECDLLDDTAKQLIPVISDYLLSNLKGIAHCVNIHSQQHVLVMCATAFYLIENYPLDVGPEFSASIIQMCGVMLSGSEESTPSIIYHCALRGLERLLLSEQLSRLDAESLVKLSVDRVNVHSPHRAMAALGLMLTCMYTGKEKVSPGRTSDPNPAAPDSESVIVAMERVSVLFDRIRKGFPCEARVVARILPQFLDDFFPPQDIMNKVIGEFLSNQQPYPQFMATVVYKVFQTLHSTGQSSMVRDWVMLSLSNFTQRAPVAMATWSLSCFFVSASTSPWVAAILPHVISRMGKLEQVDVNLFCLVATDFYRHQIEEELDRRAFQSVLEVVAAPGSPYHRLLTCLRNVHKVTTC
Pf apPOL inh: Pf-apPOL DNA polymerase inhibition. Recombinant Pf-apPOL, molecular beacon fluorescence, 1.5 h. inhibition, % at 10 µM. 210,000 compounds, 0.25% hits
Starred values were filed as active, the others as inactive; i = inactive; · = no result given; & = joins results of further samples; ! = not active in a repeat. No stated cut-off is given here; in the data, active means inhibition above about 50%; inactive means the rest. Outcome played no part in choosing rows; 3.7% or so of the library scored in one or more.

Start of the listing, in advance, 20 compounds:
SMILES | mHTT-CaM PPI inh | Pf apPOL inh
Cn1nccc1C(=O)N1CCCC(c2nc(-c3ccccc3)n[nH]2)C1 (stereo not drawn) | -3 | -2
N#CCC(=O)NNC(=S)NC1CCCCC1 | · | 2&3
O=C(c1cccc(F)c1)N1CCCC1c1ccc(F)cc1 (stereo not drawn) | -11 | -1
O=C(C1CC1)N1CCN(c2nc(CN3CCCCC3)cs2)CC1 | -2 | -2
CC(=O)NCCNc1ccc(Cl)cc1[N+](=O)[O-] | 46 | -6
COc1ccc(N(CC(=O)Nc2ccc(C)c(C)c2)S(C)(=O)=O)cc1OC | 12 | -6
O=c1c(O)c(-c2ccccc2)oc2ccccc12 | 31 | 11
COc1cccc(NC(=O)C2(C)Oc3cccnc3N(C)C2=O)c1 (stereo not drawn) | -6 | 0
Cc1ccc(C2CCCN2C(=O)Cc2ccccc2F)cc1 (stereo not drawn) | -2 | -2
C[C@H]1[C@@H](OC(=O)NCc2ccccc2Cl)CC[C@@]23CCCN2C(=O)CCC[C@@H]13 | -6 | -4
O=C(O)c1nccnc1C(=O)NCc1csc2ccc(Cl)cc12 | · | 1
O=C(NCCCN1CCCC1=O)C(=O)NCc1cccs1 | -7 | -5
COc1ccccc1N1CCN(C(=O)c2ccc(Cl)c(Cl)c2)CC1 | 41 | -5
Cc1ccc(C(=O)N2CCCC(C)(C(=O)NCc3ccccc3)C2)cc1 (stereo not drawn) | -8 | -3
O=C(O)c1ccccc1SC1CC(=O)N(c2ccccc2C(F)(F)F)C1=O (stereo not drawn) | 2 | -20
COc1ccc(-c2ncnn2-c2sc3c(c2C#N)CCCC3)cc1 | 28 | -3
OC[C@@H]1[C@@H](c2ccccc2)C(c2ccccc2)=NN1c1ccccc1 | -21 | -4
Cc1ccnc(N2CCC(C(=O)N(C)Cc3ccccc3)CC2)n1 | 8 | -3
Cc1ccc(C(=O)N2CCCC(C)(C(=O)NCc3ccc(F)cc3)C2)cc1 (stereo not drawn) | 17 | -4
O=C(O)C1C2C=CC3(CN(C4CCCCC4)C(=O)C13)O2 (stereo not drawn) | -10&-1 | -1&-14

The whole of this part, from the first entry:
SMILES | mHTT-CaM PPI inh | Pf apPOL inh
Cn1nccc1C(=O)N1CCCC(c2nc(-c3ccccc3)n[nH]2)C1 (stereo not drawn) | -3 | -2
N#CCC(=O)NNC(=S)NC1CCCCC1 | · | 2&3
O=C(c1cccc(F)c1)N1CCCC1c1ccc(F)cc1 (stereo not drawn) | -11 | -1
O=C(C1CC1)N1CCN(c2nc(CN3CCCCC3)cs2)CC1 | -2 | -2
CC(=O)NCCNc1ccc(Cl)cc1[N+](=O)[O-] | 46 | -6
COc1ccc(N(CC(=O)Nc2ccc(C)c(C)c2)S(C)(=O)=O)cc1OC | 12 | -6
O=c1c(O)c(-c2ccccc2)oc2ccccc12 | 31 | 11
COc1cccc(NC(=O)C2(C)Oc3cccnc3N(C)C2=O)c1 (stereo not drawn) | -6 | 0
Cc1ccc(C2CCCN2C(=O)Cc2ccccc2F)cc1 (stereo not drawn) | -2 | -2
C[C@H]1[C@@H](OC(=O)NCc2ccccc2Cl)CC[C@@]23CCCN2C(=O)CCC[C@@H]13 | -6 | -4
O=C(O)c1nccnc1C(=O)NCc1csc2ccc(Cl)cc12 | · | 1
O=C(NCCCN1CCCC1=O)C(=O)NCc1cccs1 | -7 | -5
COc1ccccc1N1CCN(C(=O)c2ccc(Cl)c(Cl)c2)CC1 | 41 | -5
Cc1ccc(C(=O)N2CCCC(C)(C(=O)NCc3ccccc3)C2)cc1 (stereo not drawn) | -8 | -3
O=C(O)c1ccccc1SC1CC(=O)N(c2ccccc2C(F)(F)F)C1=O (stereo not drawn) | 2 | -20
COc1ccc(-c2ncnn2-c2sc3c(c2C#N)CCCC3)cc1 | 28 | -3
OC[C@@H]1[C@@H](c2ccccc2)C(c2ccccc2)=NN1c1ccccc1 | -21 | -4
Cc1ccnc(N2CCC(C(=O)N(C)Cc3ccccc3)CC2)n1 | 8 | -3
Cc1ccc(C(=O)N2CCCC(C)(C(=O)NCc3ccc(F)cc3)C2)cc1 (stereo not drawn) | 17 | -4
O=C(O)C1C2C=CC3(CN(C4CCCCC4)C(=O)C13)O2 (stereo not drawn) | -10&-1 | -1&-14
Cc1cc(NC2OCC(O)C(O)C2O)c([N+](=O)[O-])cc1C (stereo not drawn) | 5 | 4
COc1ccc(OC)c(-c2nnc(SCC(=O)Nc3nccs3)o2)c1 | -1 | 1
O=C(Nc1ccc(S(=O)(=O)N2CCCCCC2)cc1)C(F)(F)F | -8 | -3
O=C(C1CCCN(CCCc2ccccc2)C1)N1CCCCCC1 (stereo not drawn) | 0 | 3
COc1ccc(C(=O)c2ccc(N3CCCC3)c([N+](=O)[O-])c2)cc1 | 13 | -13
O=C(Nc1ccccc1F)c1ccc(CSc2ccccc2)cc1 | -4 | -6
C=CCn1c(=N)c(C(=O)NCC)cc2c(=O)n3cc(C)ccc3nc21 | -2 | -6
OCCCNC(=S)Nc1ccc(Br)cc1Cl | · | -11
CC(=O)Nc1ccc(NC(=O)C2CC(=O)N(c3cccc(C)c3C)C2)cc1 (stereo not drawn) | -1 | 1
NC(=S)c1ccc2nonc2c1 | · | -3
COCC(=O)NCCc1ccc(OC)c(OC)c1 | 3 | 98*
COc1cccc(S(=O)(=O)Nc2ccc(C(=O)NCc3ccco3)cc2)c1 | -4 | -8
Cn1c(N2CCCC(C(=O)NCCCN3CCOCC3)C2)cc(=O)n(C)c1=O (stereo not drawn) | -10 | -4
Cc1cccc(OCC(=O)Nc2ccc(/C=C/C(=O)c3ccco3)cc2)c1 | 22 | -9
c1ccc(-c2nc(-c3ccc(-n4ccnc4)nc3)no2)cc1 | -10 | -2
N#C/C(=C\c1cccn1-c1cccc([N+](=O)[O-])c1)C(N)=O | 6 | -5

Next section (two carried over from the part before).
SMILES | mHTT-CaM PPI inh | Pf apPOL inh
c1ccc(-c2nc(-c3ccc(-n4ccnc4)nc3)no2)cc1 | -10 | -2
N#C/C(=C\c1cccn1-c1cccc([N+](=O)[O-])c1)C(N)=O | 6 | -5
O=C(Nc1cccs1)N(Cc1ccccn1)Cc1ccco1 | -8 | -2
O=C(Cn1c(-c2ccccc2F)nc2ccccc2c1=O)Nc1ccc(F)c(Cl)c1 | 91* | -1
COc1ccc(N2CCN(C(=O)c3cccs3)C(C)C2=O)cc1 (stereo not drawn) | 0 | -5
Cc1sc2ncnc(NCCC3=CCCCC3)c2c1S(=O)(=O)N1CCC(C)CC1 | -15 | -11
COc1ccc(C2CN(C(=O)C3CCCC3)CC2C(=O)N2CCCC2)c(OC)c1 (stereo not drawn) | 10 | 5
COc1cccc(NC(=O)CSc2nc(C)c(C)c(C)c2C#N)c1 | -5 | 6
O=C(c1ccc([N+](=O)[O-])cc1)N1CCCC(C(=O)N2CCC(Cc3ccccc3)CC2)C1 (stereo not drawn) | 7 | -5
O=C(c1ccccc1C(F)(F)F)N1CCN=C1SCc1ccccc1 | -11 | -9
COc1cc(NC(=Nc2nc(C)cc(C)n2)NC(C)=O)c(OC)cc1Cl | -5&-2 | -6&-5
CCc1cccc(C)c1N(C(=O)Cn1c(COC)nc2ccccc21)C(C)COC (stereo not drawn) | 14 | -5
Cc1ccc(C2Nc3ccccc3-c3nc4ccccc4n32)o1 (stereo not drawn) | -13 | -4
CCOc1ccccc1NC(=O)N1CCCC1c1ccc(C)cc1 (stereo not drawn) | -12 | -2
Cc1cc(C)c(OCC(=O)Nc2ccc([N+](=O)[O-])cc2)c(C)c1 | 0 | -1
c1nc(N2CCC(N3CCCCC3)CC2)c2nc3n(c2n1)CCCC3 | -1 | 2
CN(C)C=NCCn1cnc2c1c(=O)n(C)c(=O)n2C | -1 | ·
CCCc1nc2cccnc2n1C1CCN(C(=O)COc2ccccc2)C1 (stereo not drawn) | 2 | -7
Cc1cc(NC(=O)C(c2ccccc2)c2ccccc2)n(-c2ccccc2)n1 | 23 | -5
CCC(Br)C(=O)Nc1ccccc1C(F)(F)F (stereo not drawn) | -11 | -2
Cc1cccc(C2CCc3nc(C(=O)NCc4ccncc4)cn3C2)c1 (stereo not drawn) | 25 | -4
COc1ccccc1Nc1nc(-c2ccncc2)cs1 | 11 | 1
CC(=O)OC1CC(=O)OC(C)(C)C2CC(=O)C3(C)C(CCC4(C)C(c5ccoc5)OC(=O)C5OC543)C12C (stereo not drawn) | · | -4
Cc1n[nH]c(=O)nc1NC1CCCCC1 | -10 | ·
CC(=O)Nc1ccccc1NC(=O)CCCOc1ccc(Cl)cc1Cl | -4 | -20
CC(C)CNC(=O)c1nn2c(C(F)(F)F)cc(-c3ccco3)nc2c1Br | 0 | -3
CC(C)c1ccc(/C=c2\sc3nc(-c4cccnc4)nn3c2=O)cc1 | 5 | -14
Cc1ccc(C(=O)NCC2CCCO2)c(C2CCN(C(=O)c3ccccc3)CC2)n1 (stereo not drawn) | 3 | -1
Cc1ccc(-c2noc(Cn3ccnc3C)n2)cc1C | 14 | 11
O=C(Nc1nccn(-c2cccc(F)c2)c1=O)c1cccc(F)c1 | -8 | -2
CCOc1ccc(C2CC(=O)n3nc(-c4ccc(OC)cc4)nc3S2)cc1OC (stereo not drawn) | 7 | 5
Cc1ccc(S(=O)(=O)Nc2ccc3c(ncn3C)c2[N+](=O)[O-])cc1 | 2 | -4
C=C(C)c1cccc(C(C)(C)NC(=O)Nc2ccc(I)cc2)c1 | 3 | 4
COc1ccc(/C=C2/SC(=Nc3cc(C)cc(C)c3)NC2=O)c(OC)c1 | 38 | 1
COCCN1CCC(N2CCCN(S(=O)(=O)c3cccc(C)c3)CC2)C1=O (stereo not drawn) | 8 | -1
Brc1ccc(CSc2cccc3cccnc23)cc1 | 54* | 3
COC(=O)c1ccc(CN2CC(c3nc(Cc4ccccc4)no3)C2)cc1 | -7 | -7
O=C(CCS(=O)(=O)Cc1ccccc1Cl)NCc1ccccc1 | -3 | -8
Cc1ccccc1Cn1cnc2c(cnn2CCNC(=O)Cn2cnc3ccccc32)c1=O | 2 | -6
CN(C(=O)c1ccc2c(c1)N(S(C)(=O)=O)CC2)c1cccc(C(F)(F)F)c1 | 5 | 3
C=CCN(CC=C)C(=O)Nc1ccccc1 | -4 | -2
O=S(=O)(NCc1cccnc1)c1ccc(I)cc1 | -5 | -5
Cc1c(CC(Cl)(Cl)Cl)c2c(n1-c1ccccc1[N+](=O)[O-])CCCC2=O | 33 | -6
COc1cc(C(c2c[nH]c3ccccc23)c2c[nH]c3ccccc23)ccc1O | 100* | 6
CN(C)C1CN(Cc2cn(Cc3cccc(Cl)c3)nn2)S(=O)(=O)C1 (stereo not drawn) | -1 | 0
O=C(O)CSc1nnc(-c2ccccc2Br)n1C1CCCCC1 | 2&10 | -3&-3
CCOC(=O)c1csc(C)n1 | · | 1
NC(CC(=O)OCc1ccccc1)C(=O)OCc1ccccc1 (stereo not drawn) | · | 0
O=[N+]([O-])c1cccc(CN2CCN(C3CC4CCC3C4)CC2)c1 (stereo not drawn) | 4 | -4
CC(NC=C(C#N)C#N)C(C)(C)C (stereo not drawn) | · | -9
CN1CCN(C(CNC(=O)c2ccc(Cl)cc2)c2ccc(N(C)C)cc2)CC1 (stereo not drawn) | 10 | -4
Cc1ccc(CCN2C(=O)CCC2(C)C(=O)NC2CCCC(C)C2C)cc1 (stereo not drawn) | -3 | -4
O=C(Nc1cccc(F)c1)c1cc(S(=O)(=O)N2CCOCC2)c(Cl)cc1Cl | 0 | -25
O=C(O)c1ccc(-c2nc3cc(Cl)ccc3s2)cc1 | 4 | 9
COc1cccc(CC(=O)N2CCC(CCOc3ccncc3)CC2)c1 | 1 | -7
c1ccc2c3c([nH]c2c1)-c1nonc1CC3 | 0&1 | 93*!
O=C(O)c1ccccc1S(=O)(=O)Cc1ccccc1 | 2 | -4
CC(C)(C)C(=O)N1CCCC(C(=O)N2CCOCC2)C1 (stereo not drawn) | -3 | -1
CCOC(=O)c1nn(-c2ccc(F)cc2)c(=O)cc1N1CCc2ccccc21 | -7 | -3
Cc1oc(N=Cc2cccc(Cl)c2)c(C#N)c1C | 8 | 0
Cc1nc2c(-c3ccc(Cl)cc3)c[nH]n2c(=O)c1Cl | 10 | -1
Cc1ccccc1CC(=O)N1CCCn2cc(-c3cccc(C#N)c3)nc21 | 14 | -5

Additional results:
SMILES | mHTT-CaM PPI inh | Pf apPOL inh
COc1ccccc1C(=O)Nc1ccccc1Oc1ccccc1 | -15 | 12
O=C1CC(N2CCc3ccccc32)C(=O)N1c1cc(Cl)cc(Cl)c1 (stereo not drawn) | 24 | ·
CCCNc1cc(N2CCC(CCC(=O)NCc3nc4ccccc4n3C)CC2)ncn1 | 3 | -6
CN(CC(=O)Nc1ccccc1Cl)S(=O)(=O)c1ccc(Cl)cc1 | -8 | -4
COC(=O)C[C@H]1c2cc(C(F)(F)F)ccc2S(=O)(=O)N1Cc1ccc(OC)cc1 | -15 | 4
O=C(CN1CCN(C2c3ccccc3-c3ccccc32)CC1)Nc1ccc2c(c1)OCCO2 | 58* | -1
O=C(Cc1cccs1)N/N=C\c1cc(Br)c(Br)o1 | i | ·
Cc1nc(C(=O)NCc2cccs2)c(C)n1C1CCN(S(C)(=O)=O)CC1 | 5 | 0
c1csc(Nc2nc3cc4c(cc3s2)OCO4)n1 | 25 | -27
CC(C)c1ccc(NCCC(=O)c2ccc([N+](=O)[O-])cc2)cc1 | 56* | -1
O=C(NCc1ccccc1)C1CN(S(=O)(=O)c2cccnc2)CC12CCCCC2 (stereo not drawn) | -5 | 0
C=CCN(C(C(=O)OC)C(C)C)S(=O)(=O)CCl (stereo not drawn) | -8 | -5
CN(C)C(=O)C12CCC(C)(c3nc4ccccc4nc31)C2(C)C (stereo not drawn) | -2 | -5

From PubChem
